# Source: PubChem BioAssay (National Center for Advancing Translational Sciences (NCATS))
# aGal spleen mod – alpha-galactosidase A (human) modulation. Potency, µM (series often up to 80 µM), inactives show at the highest dose activity change, negative = inhibition, most hits filed as inhibitors. AID 2107. hit rate 0.008% among 240,000. human spleen homogenate, 4MU-alpha-Gal fluorescence, 40 min;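 also: potency is read from the fitted curve at half-maximal effect; 0% = enzyme with vehicle and -100% = no enzyme basal signal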
# Target sequence (P06280 32-429 limits assumed): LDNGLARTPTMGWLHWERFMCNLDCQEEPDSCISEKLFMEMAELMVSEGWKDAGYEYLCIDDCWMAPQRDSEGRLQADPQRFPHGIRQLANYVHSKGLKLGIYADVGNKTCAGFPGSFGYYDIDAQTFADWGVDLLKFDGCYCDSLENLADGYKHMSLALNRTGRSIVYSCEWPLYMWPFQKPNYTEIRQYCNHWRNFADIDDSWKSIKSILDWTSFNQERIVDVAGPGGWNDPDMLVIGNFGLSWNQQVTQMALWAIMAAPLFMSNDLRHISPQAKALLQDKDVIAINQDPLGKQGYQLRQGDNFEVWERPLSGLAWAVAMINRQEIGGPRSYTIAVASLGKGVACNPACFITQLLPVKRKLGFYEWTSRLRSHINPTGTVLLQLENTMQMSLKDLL
#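 Inhibition or activation of alpha-galactosidase in human spleen homogenate is scored by 4-MU fluorescence after 40 min at 37C, pH 5.0, with 1 mM substrate. AC50s come from concentration-response fitted to the Hill equation.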
# NPSR antag – blocks cAMP signaling of the human neuropeptide S receptor | Q6W5P4 | CHO-NPSR cells, cAMP TR-FRET, antagonist mode | Potency, µM (series often up to 38.3 µM), for inactives: top-dose activity change, negative = inhibition, most hits filed as inhibitors | hit rate 1% among 220,000 | AID 1461; also: potency is read from the fitted curve at half-maximal effect; % is scaled to controls: 0 for no effect and ±100 for the full control effect; nearly all actives have a fitted effect of over 50% in size; many of its hits are not listed in these tables
# Target sequence (Q6W5P4 whole entry, looked up): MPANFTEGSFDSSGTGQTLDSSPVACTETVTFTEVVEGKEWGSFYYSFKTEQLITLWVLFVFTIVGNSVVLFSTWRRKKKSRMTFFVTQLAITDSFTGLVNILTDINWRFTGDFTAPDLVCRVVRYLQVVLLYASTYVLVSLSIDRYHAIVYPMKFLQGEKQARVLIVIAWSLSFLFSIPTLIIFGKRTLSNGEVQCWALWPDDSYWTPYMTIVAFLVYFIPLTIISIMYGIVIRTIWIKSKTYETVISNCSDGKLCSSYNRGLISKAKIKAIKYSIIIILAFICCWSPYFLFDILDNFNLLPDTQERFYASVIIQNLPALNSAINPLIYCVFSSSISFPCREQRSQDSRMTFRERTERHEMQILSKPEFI
# CBFb-RUNX1 inh – blocks binding between human CBF-beta and RUNX1; Q01196+Q13951; AlphaScreen CBFb-His/RUNX1-biotin binding, biochemical; Potency, µM (titrated, usually from 59.8 µM), for the others: at the top dose activity, negative = inhibition, most hits filed as inhibitors; 230,000 tested, under 10 active; also: % of control where 0% means no effect
#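 Inhibition was taken as any reduction in AlphaScreen signal from the CBF-beta–RUNX1 pair (His and biotin tags, 30 nM each), measured after compound (15 min) and bead (90 min) incubations at room temperature.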
# Lamin A splicing – modulators of lamin A splicing; HeLa LMNA splicing GFP/RFP minigene ratio, 48 h; hit rate 0.01% among 200,000; Potency, µM (series often up to 46.1 µM), for inactives: top-dose ratio change, negative = inhibition, actives largely listed as inhibitors; active = well fitted inhibition curve with a large enough effect in the signal ratio, with a control signal flat, not every such curve was filed as active; inconclusive = small, poorly fitted or top-dose-only effect, or effect the other way, or a change in a side signal; the % refers to the signal ratio; also: potency is read from the fitted curve at half-maximal effect; % is scaled to controls: 0 for no effect and ±100 for the full control effect
#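 S3 HeLa stable clones carrying a lamin A-EGFP splicing minigene plus DsRed2 were seeded at 600 cells/well in Opti-MEM with 2% FBS, pin-dosed and incubated 48 h at 37°C. Acumen cytometry (488 nm) gave the GFP/RFP total-intensity ratio.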
# Epigenetic reg – derepresses silenced GFP reporter in murine cells; AID 1865; Potency, µM (doses to about 53.9 µM), for inactives: at the top dose GFP activation, usual class: activators; murine LDR cells, GFP reporter derepression, 30 h; hit rate 0.2% among 280,000; also: potency is read from the fitted curve at half-maximal effect; % of control where 0% means no effect; nearly all actives have a fitted effect of over 60% in size
#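 Reporter derepression read as number of fluorescent GFP-positive objects, 20-120 um in size, counted by laser-scanning cytometer. Mouse LDR line with an epigenetically silenced CMV-GFP locus; compound incubation 30 h, 37 C.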
# KinaseGlo FLuc – blocks Kinase-Glo luciferase, a counter-screen artifact; Kinase-Glo luciferase, ATP luminescence, 8 min; Potency, µM (series often up to 38.3 µM), for inactives: at the top dose activity change, negative = inhibition, actives largely listed as inhibitors; hit rate 0.28% among 200,000; AID 1379; also: potency is read from the fitted curve at half-maximal effect; % is scaled to controls: 0 for no effect and ±100 for the full control effect; nearly all actives have a fitted effect of over 60% in size
#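 Substrate mix (final 50 mM imidazole pH 7.2, 50 mM KCl, 7 mM MgCl2, 10 uM ATP, 0.01% Tween 20, 0.05% BSA) plus pin-tool compound, then Kinase-Glo detection mix; 8 min ambient, luminescence read.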
# IMPase Li cell – IMPase inhibition in cells with lithium potentiation | CHO-M1 cells, IP1 TR-FRET (IP-One), carbachol + lithium | Potency, µM (doses to about 59.4 µM), for inactives: at the highest dose activity, negative = IMPase inhibition, most hits filed as inhibitors | hit rate 0.35% among 210,000 | AID 1457;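 also: IP1 builds up when IMPase is blocked and the TR-FRET signal falls; potency is read from the fitted curve at half-maximal effect; plate controls were basal vehicle for no effect and high inhibitor control for full effect; nearly all actives have a fitted effect of over 50% in size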
#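 Readout is a homogeneous TR-FRET IP1 immunoassay (Ex 320, Em 665 and 620), where raised cytosolic IP1 lowers signal. Cells were CHO-M1 treated 30 min at 37C with test compounds plus a little lithium; AC50 values came from Hill-equation fitting.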
# * marks the source's active call; other numbers are inactive results; ? = inconclusive; · = not tested or not shown; & = joins results of further samples; [ ] = dose if it differs, or a comment. Unless noted, calls follow the shape of the dose curve; as a rule, active = well fitted curve in the direction sought with a large enough effect; inconclusive = small, poorly fitted or top-dose-only effect, or another doubt; inactive = no such curve, though single readings can be large; an effect the other way counts as inactive or inconclusive. The list is partial. The share of hits here may be higher or lower than overall.
SMILES,aGal spleen mod,NPSR antag,CBFb-RUNX1 inh,Lamin A splicing,Epigenetic reg,KinaseGlo FLuc,IMPase Li cell
Cc1cccc(Nc2nc3c(c(=O)n(C)c(=O)n3C)n2Cc2ccccc2)c1,14%,-13%[46.1 µM],8%,-11%,7.9%,0%,12%[38.3 µM]
COc1ccc(C)cc1NC(=O)CN(Cc1nnc(-c2ccc(Cl)cc2)o1)C1CCCC1,-3%,?,9%,-19%,-0.9%,-1%,45%[activator][38.3 µM]
C/C(N)=C(/C#N)C(=O)CSc1nc2cc(Cl)ccc2s1,1%,-18%[46.1 µM],-6%,?,2.5%,3%,42%[activator][38.3 µM]
Cc1cnc(C(=O)Nc2ccc(C(=O)N(C)C3CCCCC3)cc2)cn1,-3%,6%[46.1 µM],4%,3%,1.0%,1%,-5%[38.3 µM]
CC(=O)c1ccc(NC(=O)c2noc3c2CCCCC3)cc1,6%,-5%[46.1 µM],12%,-3%,0.0%,-1%,2%
COc1cc2c(cc1OC)-c1c(oc3cc(O)cc(O)c3c1=O)CO2,3%,·,-21%,·,2.7%,-9%,12%
FC(F)(F)c1cccc(NC(=S)N2CCN(c3cccc(C(F)(F)F)c3)CC2)c1,-4%,-18%[46.1 µM],9%,?,0.0%,·,·
Cc1csc(Nc2ccc(Cl)cc2)n1,2%,13%,-2%,0%[46 µM],-3.0%,2%,9%
Cc1ccc(C(=O)NNc2ncnc3ccccc23)cc1,1%,-4%,-10%,·,2.5%,·,·
Cc1ccc(S(=O)(=O)NCCCC(=O)O)cc1,1%,1%,4%,?,1.1%,-1%,3%
CSCC[C@H](NC(=O)Nc1ccc(C)cc1)C(=O)O,2%,-8%[46.1 µM],0%,15%,9.1%,-1%,-3%[38.3 µM]
CCOc1ccc(NC(=S)NC(=O)/C=C/c2ccc(OC)c(OC)c2)c([N+](=O)[O-])c1,9%,-9%[46.1 µM],-5%,-5%,-0.1%,-6%,-25%[38.3 µM]
O=C(CN1CCN(c2ccccc2F)CC1)c1ccc2c(c1)OCO2,6%,5%[46.1 µM],-1%,15%,0.0%,-7%,7%[38.3 µM]
COc1ccc(S(=O)(=O)NCCC(=O)NC2CCCCCCC2)cc1,5%,-3%[46.1 µM],12%,-12%,-1.0%,0%,-3%
CCC(=O)NCc1ccc2[nH]c(C)cc2c1,-2%,-17%,-3%,·,-0.8%,-3%,4%
COCCCNc1oc(-c2cccs2)nc1S(=O)(=O)c1ccc(C)cc1,9%,-21%,4%,19%[46 µM],2.4%,1%,9%
CCN(CC)S(=O)(=O)c1ccc(N=NC2=C(O)CC(C)(C)CC2=O)cc1,-9%,-9%,1%,?,2.0%,-3%,0%
COC(=O)c1ccc(N=CC2=C(O)CC(c3ccccc3)CC2=O)cc1 (centres undefined),-4%,-3%,6%,·,1.1%,·,·
O=c1c(Cl)c(N2CCN(S(=O)(=O)c3ccccc3)CC2)cnn1-c1ccccc1,-1%,-21%,-13%,-11%,4.5%,0%,?
CCN(CC)C(=O)CSc1nc2sc(C)c(C)c2c(=O)[nH]1,-4%,?,7%,-1%,-1.1%,2%,13%[38.3 µM]

# Grouped by structure, those above containing a thiophene ring, fused or not
SMILES,aGal spleen mod,NPSR antag,CBFb-RUNX1 inh,Lamin A splicing,Epigenetic reg,KinaseGlo FLuc,IMPase Li cell
COCCCNc1oc(-c2cccs2)nc1S(=O)(=O)c1ccc(C)cc1,9%,-21%,4%,19%[46 µM],2.4%,1%,9%
CCN(CC)C(=O)CSc1nc2sc(C)c(C)c2c(=O)[nH]1,-4%,?,7%,-1%,-1.1%,2%,13%[38.3 µM]

# Later entries:
SMILES,aGal spleen mod,NPSR antag,CBFb-RUNX1 inh,Lamin A splicing,Epigenetic reg,KinaseGlo FLuc,IMPase Li cell
CN(C)CCCn1c(N)c(C#N)c2nc(C#N)c(C#N)nc21,2%,1%[46.1 µM],3%,?,?,6%,1%
COc1ccc(-n2c(-c3ccc(Br)cc3)c[n+]3c2CCC3)cc1,-14%,-4%,4%,-3%[46 µM],2.4%,0%,10%
ON1C2CCCCC2N(O)C1c1ccccc1C(F)(F)F (centres undefined),-9%,1%[46.1 µM],1%,7%,0.8%,1%,1%[38.3 µM]
Cn1c(-c2cnn(-c3ccccc3)c2-n2cccc2)n[nH]c1=S,-11%,-17%,19%,21%[46 µM],1.9%,7%,-4%
O=[N+]([O-])c1ccc(/C=N/n2cn[nH]c2=S)cc1,7%,8%,8%,·,-0.2%,·,·
CCOC(=O)c1ccc(NC(=O)c2nc[nH]c2C(=O)N(CC)CC)cc1,9%,-2%,5%,·,-4.7%,·,·
CCOC(=O)[C@]1(C(NC(=O)OC)c2ccccc2)CCCC1=O (some centres undefined),19%[17.5 µM],·,1%[13.1 µM],·,0.0%[10.1 µM],·,·
O=C(NCC1CCCO1)C1CCC(=O)N1Cc1ccccc1Cl (centres undefined),-8%,-2%[46.1 µM],-3%,15%,-1.2%,-2%,-7%[38.3 µM]
COc1cc(NC(=O)O[C@@H]2C(=O)c3cc(Br)ccc3O[C@H]2c2ccc3c(c2)OCO3)cc(OC)c1OC,-7%,·,4%,·,-1.1%,-1%,7%
Cc1cc(=O)c2ccc(Cl)cc2[nH]1,7%[181 µM],-6%,?,?,3.7%[96.6 µM],-2%[39.9 µM],-10%&-5%
CCCC/S(CC1CC1(Cl)Cl)=N\S(=O)(=O)c1ccc(C)cc1 (centres undefined),6%,-14%[46.1 µM],-5%,-14%,1.6%,-3%,21%[38.3 µM]
CC(C)Nc1nnc(SC(C)C(=O)NCc2ccc3c(c2)OCO3)s1 (centres undefined),2%,3%,5%,?,-0.4%,1%,6%
Cc1ccc(NC(=O)C2CCCN(S(=O)(=O)c3cnc[nH]3)C2)cc1F (centres undefined),3%,-1%[46.1 µM],9%,-12%,1.5%,1%,3%[38.3 µM]
COc1ccc(C(=O)Nc2cccc(C(C)=O)c2)cc1S(=O)(=O)N1CCOCC1,10%,-15%[46.1 µM],1%,5%,1.6%,-4%,-4%[38.3 µM]
OCCCc1nc2n(n1)C(c1ccccc1Cl)C=C(c1cccs1)N2 (centres undefined),8%,5%[46.1 µM],5%,-9%,-0.9%,2%,-11%
Cc1c(CCOC(=O)C23CC4CC(CC(C4)C2)C3)sc[n+]1Cc1ccccc1,-15%,-1%,-2%,?,0.0%,0%,16%
CC(=O)C1=NN(c2ccccc2)C(c2cccs2)N1c1ccc(N(C)C)cc1 (centres undefined),9%,-21%[46.1 µM],?,?,-3.3%,-1%,16%[38.3 µM]
CCOCCCNC(=O)C1CCN(C(=O)Nc2ccc(C)cc2)CC1,10%,3%[46.1 µM],0%,-3%,-1.3%,-1%,-13%[38.3 µM]
CCn1cc(C(=O)NC2CCCCC2)c(=O)c2ccc(C)nc21,3%,-2%[46.1 µM],4%,0%,2.1%,-4%,16%[38.3 µM]
COc1ccc(-n2cc(CNC3CCN(C)CC3)c(-c3cccc(F)c3)n2)cc1,-3%,5%,18%,·,-5.3%,-2%,18%
CN(CC(=O)NC1CCCCCC1)S(=O)(=O)c1ccc2c(c1)n(C)c(=O)c(=O)n2C,-5%,-11%[46.1 µM],1%,-2%,-0.9%,16%,5%[38.3 µM]
O=C(N/N=C1\CC2CC=CC12)c1ccccc1Cl (centres undefined),-1%,8%,16%,-10%[46 µM],-2.5%,-1%,3%
O=C(N1CCCCCC1)N1CCN(S(=O)(=O)N2CCCCC2)CC1,2%,-11%[46.1 µM],6%,0%,-0.8%,-2%,0%[38.3 µM]
C/C(=N\OCC(=O)O)c1ccc(Cl)cc1,0%,10%[7.67 µM],6%,·,-0.3%,·,·
c1ccc2c(c1)CCN(C1=Nc3cccc4cccc1c34)C2,8%,-57%,-17%,?,4.3%,-10%,31%[activator]
CCOC(=O)c1cc2sccc2n1CC(=O)C(C)(C)C,17%,-3%,0%,·,1.1%,0%,?
O=C(O)CCn1c(=O)n(CCC(=O)O)c(=O)n(CCC(=O)O)c1=O,-9%,-11%,-22%,-4%[46 µM],2.3%,-1%,-1%
O=c1[nH]c(SCc2cccc(F)c2)nc2c1CCCC2,3%,7%,0%,5%,0.0%,3%,-3%
COc1ccc(NC(=O)N2CC3(CCN(C(=O)c4ccc(OC)cc4)CC3)C2)cc1,2%,·,·,·,·,-5%,-5%
CCCNC(=S)N1CCN(Cc2ccc3c(c2)OCO3)CC1,-8%,12%,6%,-19%[46 µM],-2.0%,-1%,3%
CCOC(=O)CN(C(=O)CSc1nnc(COc2ccc(OC)cc2)n1C)c1ccccc1,-9%,-4%[46.1 µM],-3%,5%,-0.7%,2%,1%[38.3 µM]
COc1ccc(-c2cc(C(=O)n3cnc4ccccc43)c3ccccc3n2)cc1,-6%,-14%[46.1 µM],2%,-9%,-1.9%,-1%,-7%[38.3 µM]
Cc1c(NC(C)c2cc(Cl)ccc2O)c(=O)n(-c2ccccc2)n1C (centres undefined),7%,-30%[46.1 µM],-4%,10%,-4.6%,1%,54%[activator][38.3 µM]
O=C(NCc1ccccc1)C1CC2CCCC(C1)C2=O (centres undefined),-5%,17%[46.1 µM],5%,-5%,1.0%,2%,10%[38.3 µM]
O=C1c2ccccc2C(Nc2ccc3c(c2)OCCO3)N1Cc1ccco1 (centres undefined),-3%,17%,-5%,?,0.0%,2%,22%
O=C(Nc1cc(Cl)ccc1O)c1cc2n(n1)C(C(F)(F)F)CC(c1ccc3c(c1)OCO3)N2 (centres undefined),-14%,6.3µM*,1%,?,0.1%,7%,17%
Cc1ccc(CNC(=O)C(C)C2Sc3ccccc3NC2=O)cc1 (centres undefined),-8%,-3%,10%,·,0.1%,·,·
CC1(C)C2CCC1(CS(=O)(=O)Nc1ccccc1)C(=O)C2 (centres undefined),-7%,9%,8%,·,-2.1%,2%,2%
C=C1c2cc(OC)ccc2NC(=O)N1CC,?,8%[46.1 µM],10%,-14%,0.9%,-2%,-7%
C=CC[C@@H]1[C@H](O)CC[C@@]2(C)[C@H]1CC[C@@H]1[C@@H]2CC[C@]2(C)C([C@H](C)CCCC(C)C)CC[C@@H]12 (some centres undefined),-9%,·,-8%,·,1.1%,·,4%
COc1cc(CN2CCN(CCc3ccccc3)C(CCO)C2)cc(OC)c1 (centres undefined),4%,7%,2%,?,3.9%,0%,21%
